PI4K2A block: inhibitors of human PI4K2A | Q9BTU6 | purified PI4K2A, ADP-Glo luminescence, 1 h; active compounds read low | activity change, negative = inhibition, % at 76.9 µM | 420,000 tested, 0.13% active | AID 1346378; in the data active = activity change below about -50%; inconclusive = mostly about -30% to -49%;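 also: -100% = wells without enzyme as full effect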
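PI4K2A activity was measured by ADP-Glo luminescence: enzyme (4 ug/mL stock) and phosphatidylinositol (1.2 mM stock) in Tris pH 7.5/MgCl2/EGTA/Triton X-100 buffer were reacted with ATP (300 microM stock) for one hour at ambient temperature.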
Pin1 inhibitor: blocks the human prolyl isomerase Pin1. AID 504891. Pin1 FP peptide displacement, HiFluor488, 10 min. 390,000 tested, 0.009% active. Potency, µM (doses to about 115 µM), for inactives: at the highest dose activity, negative = inhibition, usual class: inhibitors; active = well fitted inhibition curve with a large enough effect in the polarisation, with a control signal flat, not every such curve was filed as active; inconclusive = small, poorly fitted or top-dose-only effect, or effect the other way, or a change in a side signal; inactive = no such curve, though single readings can be large or run the other way; the % refers to the polarisation; also: potency is read from the fitted curve at half-maximal effect; % is scaled to controls: 0 for no effect and ±100 for the full control effect
HP1b binding inh: inhibitors of HP1-beta chromodomain binding to methylated histone tails | AlphaScreen HP1-beta / biotin-H3K9me3 peptide binding | Potency, µM (series often up to 114 µM), inactives show top-dose activity change, negative = inhibition, most hits filed as inhibitors | 390,000 tested, 0.56% active; also: potency is read from the fitted curve at half-maximal effect; nearly all actives have a fitted effect of over 70% in size; inactives centre near 23
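AlphaScreen: HP1-beta (50 nM) preformed 30 min with biotin-H3(1-18)K9me3 peptide (50 nM) in PBS pH 7.4, 0.01% Tween-20. Compound added for 30 min at RT, then streptavidin donor/nickel chelate acceptor beads (10 ug/mL) for 30 min.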
JMJD2A Tudor: inhibitors of human JMJD2A Tudor domain; O75164; AlphaScreen JMJD2A-Tudor / H3K4me3 peptide binding; Potency, µM (series often up to 114 µM), for inactives: top-dose activity change, negative = inhibition, usual class: inhibitors; 390,000 tested, 4.4% active; also: potency is read from the fitted curve at half-maximal effect; % is scaled to controls: 0 for no effect and ±100 for the full control effect; nearly all actives have a fitted effect of over 50% in size
Target sequence (O75164 whole entry, looked up, the tested form may be a part): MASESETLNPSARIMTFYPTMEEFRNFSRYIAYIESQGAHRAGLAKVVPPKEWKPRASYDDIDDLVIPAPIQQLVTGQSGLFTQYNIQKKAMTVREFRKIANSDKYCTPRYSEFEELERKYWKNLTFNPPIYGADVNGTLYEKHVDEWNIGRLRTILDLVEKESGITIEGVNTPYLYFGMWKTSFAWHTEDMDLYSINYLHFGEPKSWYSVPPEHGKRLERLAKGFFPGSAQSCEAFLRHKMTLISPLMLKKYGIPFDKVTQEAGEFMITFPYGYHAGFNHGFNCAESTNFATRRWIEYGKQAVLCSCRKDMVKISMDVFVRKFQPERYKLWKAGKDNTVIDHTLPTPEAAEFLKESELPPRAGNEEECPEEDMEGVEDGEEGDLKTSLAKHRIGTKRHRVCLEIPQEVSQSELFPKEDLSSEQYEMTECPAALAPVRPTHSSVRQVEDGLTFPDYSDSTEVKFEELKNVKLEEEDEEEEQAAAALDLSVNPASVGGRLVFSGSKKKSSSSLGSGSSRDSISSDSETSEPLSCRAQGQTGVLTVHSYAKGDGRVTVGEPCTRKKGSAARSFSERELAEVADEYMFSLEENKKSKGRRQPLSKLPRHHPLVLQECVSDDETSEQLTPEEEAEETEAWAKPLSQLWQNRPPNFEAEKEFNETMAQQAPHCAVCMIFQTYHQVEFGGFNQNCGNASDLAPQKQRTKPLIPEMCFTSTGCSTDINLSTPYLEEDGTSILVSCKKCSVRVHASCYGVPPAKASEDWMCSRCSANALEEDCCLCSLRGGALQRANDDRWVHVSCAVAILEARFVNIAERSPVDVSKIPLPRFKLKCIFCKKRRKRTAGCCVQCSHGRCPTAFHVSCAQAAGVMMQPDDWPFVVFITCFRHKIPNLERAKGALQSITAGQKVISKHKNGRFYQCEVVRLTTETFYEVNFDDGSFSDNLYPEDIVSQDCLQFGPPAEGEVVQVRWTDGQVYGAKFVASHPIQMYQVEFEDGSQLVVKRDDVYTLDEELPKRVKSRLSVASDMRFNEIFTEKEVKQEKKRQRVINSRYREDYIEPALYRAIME
Tb PGK inh: blocks T. brucei phosphoglycerate kinase; P07378; PGK/GAPDH coupled, Kinase-Glo luminescence, 60 min; Potency, µM (top dose mostly 57.5 µM), inactives show top-dose activity change, negative = inhibition, usual class: inhibitors; 380,000 tested, 0.043% active; also: potency is read from the fitted curve at half-maximal effect; % is scaled to controls: 0 for no effect and ±100 for the full control effect; nearly all actives have a fitted effect of over 60% in size
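Luminescent ATP detection (Kinase-Glo Plus) follows a 60-minute room-temperature incubation, with wells lacking PGK as controls. Buffer: 100 mM TEA (pH 7.6), 5 mM MgCl2, 0.01% Tween-20. Coupling enzyme GAPDH (100 nM final) supplies unstable 1,3-BPG in-well.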
G9a block: G9a (human) methyltransferase inhibition; Q96KQ7; G9a H3K9 monomethylation, AlphaScreen, 2 h; Potency, µM (series often up to 102 µM), for inactives: at the highest dose activity, negative = inhibition, most hits filed as inhibitors; 350,000 tested, 8.8% active; also: potency is read from the fitted curve at half-maximal effect; % is scaled to controls: 0 for no effect and ±100 for the full control effect; nearly all actives have a fitted effect of over 75% in size
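AlphaScreen detection with an anti-monomethyl H3K9 antibody quantified product after a 2 h room-temperature reaction containing 500 nM biotinylated H3K9 peptide, 20 µM SAM and 20 nM enzyme, which had been preincubated 15 min with compound.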
BAZ2B block: inhibitors of human BAZ2B bromodomain | Q9UIF8 | Potency, µM (top dose mostly 114 µM), for inactives: top-dose activity change, negative = inhibition, hits mostly inhibitors | 360,000 tested, 4.4% active | AlphaScreen BAZ2B-H3K14Ac peptide displacement; also: potency is read from the fitted curve at half-maximal effect; % is scaled to controls: 0 for no effect and ±100 for the full control effect; nearly all actives have a fitted effect of over 60% in size
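AlphaScreen displacement of biotin-H3(5-23)K14Ac peptide (50 nM final) from BAZ2B (50 nM final) in PBS pH 7.4, 0.01% Tween-20; complex preformed 30 min RT, then compounds (top 110 uM) 30 min RT, beads 20 min dark.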
GLS inh: glutaminase GLS (human) inhibition; O94925; GLS enzymatic activity, qHTS titration; Potency, µM (titrated, usually from 45.5 µM), for inactives: at the top dose activity change, negative = inhibition, hits mostly inhibitors; 410,000 tested, 0.21% active; also: potency is read from the fitted curve at half-maximal effect; % is scaled to controls: 0 for no effect and ±100 for the full control effect
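Compounds were pin-transferred onto hKGA, after which L-glutamine (1 mM solution) and a detection mix of glutamate oxidase, HRP and Amplex Red were added. Initial and 30 min RT fluorescence reads were collected.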
ERG Ets-DNA blk: inhibitors of human ERG Ets domain-DNA interaction; P11308; fluorescence polarization, His-ERG Ets domain / labelled DNA; 370,000 tested, 0.028% active; AID 624246; Potency, µM (series often up to 76.9 µM), without a hit: at the top dose FP activity, negative = inhibition, usual class: inhibitors; active = well fitted inhibition curve with a large enough effect in the polarisation, with a control signal flat; inconclusive = small, poorly fitted or top-dose-only effect, or effect the other way, or a change in a side signal; inactive = no such curve, though single readings can be large or run the other way; the % refers to the polarisation;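 also: polarization taken with two DNA probes labelled with fluorescein and Texas red; potency is read from the fitted curve at half-maximal effect; % of control where 0% means no effect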
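His-tagged ERG Ets domain (1 uM in the protein solution; 300mM KCl, 50mM Tris-HCl, 1mM EDTA, 1mM DTT, pH 7.5) received compound, then a probe mix of 5 nM fluorescein-DNA and 100nM Texas-615-DNA. Fluorescence polarization was read for both dyes.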
Active calls of the source: *; i = inactive; ? = inconclusive; . = not tested or not shown; [ ] = dose if it differs, or a comment. Unless noted, calls follow the shape of the dose curve; as a rule, active = well fitted curve in the direction sought with a large enough effect; inconclusive = small, poorly fitted or top-dose-only effect, or another doubt; inactive = no such curve, though single readings can be large; an effect the other way counts as inactive or inconclusive.

SMILES	PI4K2A block	Pin1 inhibitor	HP1b binding inh	JMJD2A Tudor	Tb PGK inh	G9a block	BAZ2B block	GLS inh	ERG Ets-DNA blk
O=C(COCc1ccccc1)N[C@@H]1c2ccccc2CC[C@@H]1OCc1ccccc1	-2	5%	22%	35%	-3%	.	.	2%	-3%
CC(C)(C)NC(=O)CN(C(=O)CS(=O)CC(=O)Nc1ccc(F)cc1)c1ccc(F)c(Cl)c1 (centres undefined)	4	-1%	27%	-8%	1%	?	0%	-1%	-1%
CCOc1cc(C=C(C#N)C#N)ccc1Oc1ccc([N+](=O)[O-])cn1	36	-5%	21%	-21%	3%	?	-37%	18%	8%
CCN(C(=S)NC(=O)C1CC1)c1ccccc1	-6	-1%	12%	-13%	-1%	35µM*	-22%	5%	-4%
O=C(Nc1ccc(F)cc1)C1CCN(c2nnnn2-c2ccccc2)CC1	3	10%	30%	-11%	1%	-3%[59 µM]	15%	-8%	-8%
Cc1cc2oc(C(=O)N(Cc3ccccc3)C3CCS(=O)(=O)C3)cc(=O)c2cc1Cl (centres undefined)	-7	5%	-16%	-22%	i	-13%	1%	1%	-2%
Cc1cccc(N2CCN(S(=O)(=O)c3ccc4c(c3)OCCO4)CC2)c1C	-1	15%	37%	-7%	-2%	7%	-2%	-10%	5%
COc1cccc(NC(=O)CN2C(=O)NC(c3ccccc3)(c3ccccc3)C2=O)c1	-4	1%	?	?	-1%	5%[59 µM]	-16%	0%	-7%
Cc1cc(NC(=O)CCCC(=O)N(CC(=O)NCCc2ccccc2)Cc2ccc(F)cc2)no1	5	1%	24%	-3%	-4%	21%[59 µM]	21%	-2%	3%
NC(=O)c1c[nH]c2ccccc12	2	-8%	-2%	-7%	-4%	-1%	-3%	3%	-8%
COc1cccc2c1OC1(C)CC2NC(=O)N1c1cccc(C(=O)Nc2ccc3c(c2)OCCO3)c1 (centres undefined)	11	2%	-22%	-4%[11.4 µM]	i	-1%[12.7 µM]	-5%	-4%	-1%
CC(=O)N1CCN(CC(=O)Nc2ccccc2C(=O)Nc2ccccc2)CC1	0	2%	30%	10%	-1%	.	.	0%	5%
CC(=O)O[C@H]1[C@H](C)OC=C[C@@H]1OC(C)=O	-4	0%	53%[activator]	-9%	-1%	-13%	4%	0%	-3%
Cc1ccsc1C(=O)OCC(=O)N1C(C)CCCC1C (centres undefined)	0	-3%	60%[activator]	-2%	-7%	.	.	-11%	-5%
Cn1c(SCc2ccc(Br)cc2)nc2c([nH]c3ccccc32)c1=O	-3	-1%	11%[57 µM]	-7%	9%	0%[59 µM]	3%	-11%	-4%
CCN(CC(=O)Nc1c(F)cccc1F)C(=O)C(C)SCc1nc2sc(C)c(C)c2c(=O)[nH]1 (centres undefined)	4	-2%	46%[activator]	-1%	-13%	-9%[12.7 µM]	-17%	-3%	0%
Cc1nc2c(-c3ccccc3)c(C)nn2c(C)c1CCC(=O)NCCc1ccccc1	-1	3%	31%[activator]	-5%	-10%	6%[59 µM]	4%	1%	-3%
Cc1oc(C(=O)Nc2ccc(O)cc2)cc1COc1ccccc1	-15	11%	22%	-8%[11.4 µM]	i	?	?	13%	-2%
O=C(Nc1ncc(Cc2ccccc2Cl)s1)c1ccc(-c2cccc([N+](=O)[O-])c2)o1	-2	8%	8%	?	.	-23%	-5%	0%	2%
CC(C)(C)OC(=O)CC1(C#N)c2ccccc2C(Br)=CN1C(=O)c1ccccc1 (centres undefined)	-1	1%	40%[activator]	-26%	-8%	-10%[2.33 µM]	6%	1%	2%
Cc1ccc(C)c(Nc2nc3c(S(=O)(=O)c4ccc(C(C)C)cc4)nnn3c3ccsc23)c1	-3	18%	18%	-15%	1%	-31%[59 µM]	79µM*	5%	-3%
CCOC(=O)C1CCN(CC(=O)N2CCc3ccccc32)CC1	-10	-4%	0%	-11%	-3%	23%	1%	1%	-7%
O=C(CCn1nc(-c2ccccc2)c2ccccc2c1=O)NCC1CCCO1 (centres undefined)	8	11%	23%	-12%	-7%	-23%	-4%	13%	-1%
CS(=O)(=O)N1CCCC(c2nc(-c3ccc(S(=O)(=O)NCc4ccccc4)cc3)no2)C1 (centres undefined)	2	-4%	3%	-5%	0%	17%	3%	1%	2%
CCOc1ccc(NC(=O)CNC(=O)c2ccc(OC)cc2)cc1	9	-5%	30%	-14%	7%	3%	-21%	0%	4%
C=CCNC(=S)N/N=C/c1ccccc1OCCOc1ccccc1	5	-1%	34%	-17%	-5%	.	15%	-11%	-1%
Cc1ccc(-n2c(Cc3ccccc3)nnc2SCC(=O)NNC(=O)Cc2ccccc2)cc1	2	4%	25%	-18%	-3%	41%[0.501 µM]	-2%	4%	-2%
O=C(CCC(NC(=O)OCc1ccccc1)C(=O)OCc1ccccc1)NCC(=O)OCc1ccccc1 (centres undefined)	-22	-4%	33%	5%	1%	-7%[59 µM]	2%	-14%	-9%
COc1ccc(/C=N/NC(=O)C2CCN(c3ncc(C(F)(F)F)cc3Cl)CC2)cc1	1	-3%	26%	2%	-2%	-6%[12.7 µM]	10%	-2%	1%
O=C1NC(c2ccccc2)(C(F)(F)F)SC2=CCCCCN12 (centres undefined)	1	-5%	49%	-4%	-14%	?	11%	-7%	-1%
CCOc1ccc(C(=O)Nc2c(C(=O)N3CCN(c4ccccc4F)CC3)oc3ccccc23)cc1	-3	-11%	22%	-15%	-6%	-25%[59 µM]	2%[57.1 µM]	16%	2%
Cc1ccc(OCCN2C(=O)c3ccccc3C2=O)cc1	1	5%	106%[activator]	43%[activator]	-11%	3%[12.7 µM]	111%[activator]	?	-6%
CCC(C)c1ccc(-c2cc(C(=O)OCC(=O)Nc3cc(C)on3)c3ccccc3n2)cc1 (centres undefined)	7	-1%	37%	-6%	0%	0%[59 µM]	-5%	-1%	-9%
CCN1CCN(CCOc2ccccc2OCc2ccccc2)CC1	-3	-8%	?	13µM*	-9%	20µM*	22µM*	6%	-25%
O=C(c1cccnc1)N1CCN(Cc2cccc(Br)c2)CC1	-5	-1%	50µM*	3.5µM*	-1%	13µM*	19%	0%	.
CC1=CC(=O)C2=C(C)CC[C@@H]3[C@H](OC(=O)[C@H]3C)[C@@H]12	-1	4%	55%[activator]	-4%	2%	2%[59 µM]	3%	-2%	7%
Cc1ccccc1-c1nnc(-c2ccc(Cl)cc2)o1	10	2%	12%	4%	-3%	6%	-2%	1%	5%
O=c1ncn(-c2cccc([N+](=O)[O-])c2)c2ccccc12	-2	-14%	18%	-12%	7%	.	.	-13%	-8%
Cc1nn(C)c(C(=O)N/N=C/c2ccccc2)c1[N+](=O)[O-]	-1	-5%	17%	-14%	-9%	16%[59 µM]	2%	4%	5%
N#Cc1ccc(COC(=O)Cn2nnc(-c3ccccc3)n2)cc1	-2	-6%	58%[activator]	-1%	-9%	5%[59 µM]	19%	2%	-1%
O=C(c1ccco1)N1CCN(C2CC(=O)N(c3ccc4c(c3)OCO4)C2=O)CC1 (centres undefined)	4	-7%	30%	-15%	-2%	-32%[12.7 µM]	3%	2%	-6%
COCCC(=O)N1CCC(Oc2ccc(C(=O)NCCc3cn[nH]c3)cc2)CC1	2	-1%	23%	-3%	-1%	.	-14%	9%	2%
Cc1ccc(C)c(S(=O)(=O)N2CCCCC2CCNC(=O)C(=O)NC2CC2)c1 (centres undefined)	3	0%	25%	-6%	-2%	-3%[0.501 µM]	11%	-13%	14%
COc1cc(NC(=O)CN2C(=O)NC(C)(CC(C)C)C2=O)cc(OC)c1 (centres undefined)	4	-3%	11%	?	-8%	6%[59 µM]	-3%	0%	6%
COc1ccc(-c2[nH]ncc2-c2cscn2)c(O)c1	1	1%	22%	-3%	-1%	?	.	-1%	12%
Cc1onc(-c2ccccc2)c1C(=O)Nc1ccc(S(=O)(=O)NC2=NCCCCC2)cc1	0	0%	7%	-9%	-9%	-5%	-1%	0%	-3%
COC(=O)c1ccc(C)c(NC(=O)c2ccc(Cn3cc([N+](=O)[O-])cn3)o2)c1	1	0%	9%	-18%	-6%	21%[59 µM]	-3%	9%	-8%
CCOC(=O)c1ccccc1NC(=O)Cn1c(=O)n(Cc2ccc(C(=O)NCc3ccc4c(c3)OCO4)cc2)c(=O)c2ccccc21	1	23%	27%	-11%	-10%	-12%[59 µM]	1%	-13%	0%
NC(=O)C1CCCN1S(=O)(=O)c1ccc2ccccc2c1 (centres undefined)	1	4%	16%	-15%	7%	.	-4%	-1%	3%
Cc1nc2ccc(NC(=O)N3CCCCC3)cc2s1	-13	2%	25%	-2%	-5%	6%[59 µM]	3%	5%	10%
COc1ccccc1CC(=O)N1CCN(c2ccccc2)CC1	5	-9%	20%	-10%	-1%	.	9%[57.1 µM]	11%	-6%
CCN1CCN(c2c(Cl)cccc2NC(=O)c2ccc(Br)o2)CC1	-2	0%	-22%	?	-4%	9%[12.7 µM]	-32%	12%	-13%
Cc1ccc(S(=O)(=O)N/N=c2\sc3ccccc3n2C)cc1	-2	1%	11%	-2%	0%	0.79µM*	-11%	1%	-9%

From PubChem

Outcome played no part in choosing rows. Share with any hit: about 11%.
